TLR4-MyD88 BLA = inhibitors of TLR4-MyD88 association in cells, primary screen, cell-based, HeLa CL3-4, BLA complementation, FRET ratio; inhibition, % at 8.4 µM; AID 861, 2007; Toll-like receptor 4 (Homo sapiens) + Myeloid differentiation primary response protein …; actives 0.18% (n = 200,000); HeLa CL3-4 TLR4/MyD88 BLA complementation; in the data active means inhibition above about 25%;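 further: 0% = vehicle and 100% = reference inhibitor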
ROMK primary = ROMK potassium channel modulators, primary screen, cell-based, thallium flux, MLSMR library | ATP-sensitive inward rectifier potassium channel 1 (Homo sapiens), P48048 | Tet-inducible ROMK, thallium flux fluorescence; actives lie on both sides | B-score at 10 µM | actives 2% (n = 130,000) | AID 1918, 2009;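 active means signal ratio slope over the read window, or its plate-corrected B-score, at least 3 SD from the plate mean, either direction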;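 further: B-score of the F/F0 ratio slope over 7 to 12 s after thallium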
Target sequence (P48048 whole entry, looked up): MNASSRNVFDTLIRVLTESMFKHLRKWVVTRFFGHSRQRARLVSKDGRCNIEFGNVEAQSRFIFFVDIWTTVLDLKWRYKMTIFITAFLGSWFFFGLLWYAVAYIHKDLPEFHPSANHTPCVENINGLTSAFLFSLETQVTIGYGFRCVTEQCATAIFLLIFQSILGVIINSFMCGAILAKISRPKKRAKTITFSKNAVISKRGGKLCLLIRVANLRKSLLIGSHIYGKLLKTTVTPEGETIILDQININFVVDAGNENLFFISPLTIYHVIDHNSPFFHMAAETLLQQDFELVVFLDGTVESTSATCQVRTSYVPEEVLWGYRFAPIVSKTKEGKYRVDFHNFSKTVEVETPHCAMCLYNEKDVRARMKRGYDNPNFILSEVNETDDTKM
PPARg SRC3 recr = PPARgamma agonists recruiting SRC-3 coactivator, primary screen, biochemical; Peroxisome proliferator-activated receptor gamma (Homo sapiens), P37231; AID 731, 2007; biochemical PPARgamma/SRC-3 coactivator recruitment assay; actives 0.26% (n = 200,000); activation, % at 8 µM; in the data active means activation above about 23%;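 further: 0% = DMSO and 100% = reference agonist; some compounds past the cut are filed as inactive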
PPARg SRC-2 ag = agonists of PPARg-SRC-2 recruitment, primary screen, biochemical, HTS; PPARgamma LBD-SRC-2 recruitment; activation, % at 8 µM; actives 0.34% (n = 200,000); AID 1032, 2008; in the data active means activation above about 22%;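 further: 0% = vehicle and 100% = reference agonist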
PPARg SRC1 recr = PPARgamma agonists recruiting SRC-1 coactivator, primary screen, biochemical | Peroxisome proliferator-activated receptor gamma (Homo sapiens), P37231 | PPARgamma-SRC-1 coactivator recruitment biochemical assay | activation, % at 8 µM | actives 0.41% (n = 200,000) | AID 631, 2007; in the data active means activation above about 19%;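 further: 0% = DMSO and 100% = reference agonist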
bIAP act = bovine intestinal alkaline phosphatase activators, primary screen, biochemical, bovine IAP, CDP-star luminescence. alkaline phosphatase, intestinal [Bos taurus]. purified bovine IAP, 30 min; stronger effect = higher value; fold of DMSO-control signal, blank-subtracted. activation factor at 20 µM. actives 0.17% (n = 200,000). AID 1016, 2008;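 active means activation factor of 2 or more at 20 µM, a signal rise over negative controls twice the positive control's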
TR-FRET SRC-2 ct = TR-FRET signal artefacts, primary screen, artefact control for PPARgamma SRC-2 agonist project, biochemical | TR-FRET artefact counter-screen; stronger effect = higher value | TR-FRET ratio at 8 µM | actives 0.4% (n = 200,000); in the data active means TR-FRET ratio above about 2000; further: inactives centre near 1500
S1P3 antagonist = S1P3 receptor antagonists, primary screen, cell-based | CHO S1P3 NFAT-BLA reporter, FRET fluorescence, antagonist mode | inhibition, % at 4.98 µM | actives 0.27% (n = 170,000) | Sphingosine 1-phosphate receptor 3 (Homo sapiens), Q99500;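 active means inhibition above the plate cutoff, the mean inhibition of test wells on that plate plus 3 SD, cut at about 28% in these data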;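 further: cells challenged with S1P at its EC80 of 0.8 µM; blue over green emission ratio from cleaved BLA substrate after 4 h stimulation; 0% = S1P-stimulated wells and 100% = unstimulated DMSO-only wells; some compounds past the cut are filed as inactive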
Target sequence (Q99500 whole entry, looked up): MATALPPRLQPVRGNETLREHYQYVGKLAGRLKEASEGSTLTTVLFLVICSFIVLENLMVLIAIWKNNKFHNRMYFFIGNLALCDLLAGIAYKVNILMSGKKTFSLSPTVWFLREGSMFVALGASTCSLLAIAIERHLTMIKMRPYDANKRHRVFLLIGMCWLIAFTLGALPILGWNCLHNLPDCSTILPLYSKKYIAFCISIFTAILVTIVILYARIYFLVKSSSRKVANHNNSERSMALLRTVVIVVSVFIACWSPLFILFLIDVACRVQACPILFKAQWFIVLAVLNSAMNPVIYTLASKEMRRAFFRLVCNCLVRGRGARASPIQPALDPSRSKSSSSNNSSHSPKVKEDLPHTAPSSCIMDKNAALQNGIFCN
bIAP inhibitor = bovine intestinal alkaline phosphatase inhibitors, primary screen, selectivity assay for TNAP inhibitor project, biochemical, bovine IAP, CDP-star luminescence; purified bovine IAP, 30 min; inhibition, % at 20 µM; 190,000 tested, under 10 active; alkaline phosphatase, intestinal [Bos taurus];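 active means over 50% inhibition of intestinal alkaline phosphatase at 20 µM in the single-dose screen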
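System: purified bovine intestinal alkaline phosphatase (IAP) enzyme; Input: IAP diluted 1/65,000,000 in the well; Measured by: CDP-star luminescence signal; Compound dosing: 20 µM single dose; Incubation: 30 min reaction at room temperature.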
DTT redox prof = compounds producing H2O2 with reducing agent – biochemical, NIH compound library profiling, artefact control for MLSCN library redox annotation, primary screen; DTT-dependent redox cycling H2O2, phenol red/HRP absorbance; 100% = 100 µM peroxide control, 0% = buffer; actives 0.03% (n = 200,000); AID 878, 2007; activation, % at 10 µM;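 active means activation of at least 50% relative to the plate's high and low controls in the primary single-dose screen; inactive means activation below 50%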;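 further: compound incubated with DTT at 0.8 mM final as the reducing agent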
L major viab = Leishmania major promastigote growth inhibition, primary screen; Leishmania major promastigotes, resazurin fluorescence viability; inhibition, % at 10 µM; actives 9% (n = 200,000); in the data active means inhibition above about 50%;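 further: promastigotes grown with compound for 44 hours at 28 °C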
An asterisk follows results filed as active; . = no result given.

SMILES | TLR4-MyD88 BLA | ROMK primary | PPARg SRC3 recr | PPARg SRC-2 ag | PPARg SRC1 recr | bIAP act | TR-FRET SRC-2 ct | S1P3 antagonist | bIAP inhibitor | DTT redox prof | L major viab
O=C(COC(=O)c1ccc([N+](=O)[O-])o1)c1ccccc1 | 7 | 1 | 1 | 1 | 4 | 1 | 1564 | 13 | 4 | 9.6 | -3
COc1cccc(N2C(=O)c3ccncc3C2=O)c1 | -1 | . | 6 | 8 | 5 | 1 | 1547 | -40 | 4 | -1.1 | -5
COc1ccc(CCNC(=O)Cn2cnc3c(nnn3Cc3ccc(C)cc3)c2=O)cc1OC | 4 | 0.069 | -8 | 3 | -2 | 0.9 | 1596 | -25 | 9 | 0.6 | -2
COC(=O)c1cc(NC(=O)C23CCC(C)(C(=O)O2)C3(C)C)cc(C(=O)OC)c1 (stereo not drawn) | 4 | . | -1 | -4 | 5 | 0.9 | 1649 | -26 | 7 | 2.9 | -3
Cc1cccn2c(=O)c(C=O)c(N3CCN(c4ccccc4)CC3)nc12 | -7 | 0.36 | -2 | 6 | 4 | 1.1 | 1409 | -24 | -9 | -1.0 | 2
COCCCNC(=O)/C(C#N)=C/c1ccc(OCC(=O)O)c(OC)c1 | -7 | . | 3 | 6 | 1 | 1.1 | 1716 | -3 | -8 | 0.1 | -5
Cc1noc(C(=O)NCc2ccccc2)c1Cl | -1 | . | -2 | 4 | -1 | 0.9 | 1418 | . | 14 | -0.7 | -8
CN1CCN(c2ccc([N+](=O)[O-])cc2C(=O)N2CCOCC2)CC1 | -13 | . | 10 | 10 | -4 | 0.9 | 1612 | . | 7 | -4.1 | -1
O=C(O)CNC(=S)N(Cc1ccccc1F)C1CCCCC1 | -3 | -0.26 | -3 | -4 | 2 | 1 | 1579 | -21 | 2 | 0.4 | 3
Cc1ccc(NC(=O)COC(=O)c2cc(-c3cccs3)nn2-c2ccccc2)cc1[N+](=O)[O-] | 10 | -1.2 | -3 | 6 | -3 | 1.1 | 1525 | -6 | -8 | -0.4 | 1
C#CCSc1nnc(-c2sc3ccccc3c2Cl)o1 | -13 | . | 9 | 10 | -1 | 0.9 | 1723 | . | 10 | -4.3 | -4
CCC(C)(C(=O)NC1CCCCC1)N(C(=O)CC1NC(=O)NC1=O)c1c(C)n(C)n(-c2ccccc2)c1=O (stereo not drawn) | 7 | 0.61 | 3 | 0 | -2 | 1.2 | 1549 | -20 | -20 | -0.2 | -8
Cc1ccccc1CN(c1ccc(C(=O)Nc2ccccc2C(=O)N2CCCC2)cc1)S(C)(=O)=O | 0 | -0.34 | -4 | -7 | 1 | 1.1 | 1482 | . | -8 | 0.2 | 17
CS(=O)(=O)N(CC(=O)NCc1ccc2c(c1)OCO2)c1ccc(Cl)cc1 | -6 | 0.15 | 3 | -11 | -4 | 1.1 | 1334 | -6 | -5 | 1.1 | -1
Cc1cc(S(=O)(=O)NC2CCCCC2)c(C)s1 | 7 | -0.32 | -5 | -3 | 8 | 0.9 | 1575 | 7 | 13 | -0.2 | 5
CCOC(=O)Cc1csc(NC(=O)COc2ccccc2)n1 | 1 | . | -7 | -8 | 0 | 0.9 | 1490 | 3 | 7 | 0.2 | -5
O=C(CCSc1nc(-c2ccco2)cc(C(F)(F)F)n1)NCc1ccccn1 | -8 | . | 3 | 3 | 10 | 1 | 1530 | 5 | -3 | -0.3 | -4
O=C(CSc1ccccc1)Nc1ccccc1C(=O)O | -4 | -0.87 | -11 | -11 | -9 | 0.9 | 1547 | . | 7 | 0.2 | -1
C=CCn1c(SCC(=O)c2ccc(Br)cc2)nnc1C(C)NC(=O)Cc1ccc(OC)cc1 (stereo not drawn) | -25 | . | 3 | 4 | 3 | 1 | 1458 | . | -3 | 0.7 | -4
COc1cc(/C=N\NC(=O)c2ccc(Cn3cc(Br)c([N+](=O)[O-])n3)o2)cc(OC)c1O | 6 | . | 7 | 3 | 2 | 0.6 | 1655 | 4 | 41 | 0.2 | 36
CN(C)CCC(=O)c1ccc2c(c1)OCO2 | -6 | 0.24 | 6 | 6 | 9 | 1 | 1599 | -6 | -2 | -3.9 | 98*
Cn1cnc2c1c(=O)n(Cc1c(Cl)cccc1Cl)c(=O)n2C | -12 | 0.68 | 7 | 10 | 6 | 1 | 1616 | -15 | 0 | 1.1 | 4
COc1ccc(-c2[nH]ncc2/C=C(/C#N)C(=O)NC2CCCCCC2)cc1 | -3 | 0.34 | -2 | -9 | -2 | 1.1 | 1322 | . | -8 | 1.3 | 32
CC(=O)N=Cc1c(C)c(C#N)c(=O)n(C)c1O | -13 | 0.51 | -2 | -1 | 8 | 1 | 1645 | 11 | 3 | 0.8 | -5
O=C(CN1CCN(Cc2ccccc2F)C1=O)NCCN1CCOCC1 | . | . | . | . | . | 1 | . | -14 | 4 | -3.3 | -7

Whole records from above. Screens in order: TLR4-MyD88 BLA	ROMK primary	PPARg SRC3 recr	PPARg SRC-2 ag	PPARg SRC1 recr	bIAP act	TR-FRET SRC-2 ct	S1P3 antagonist	bIAP inhibitor	DTT redox prof	L major viab
`O=C(CN1CCN(Cc2ccccc2F)C1=O)NCCN1CCOCC1` is listed as .	.	.	.	.	1	.	-14	4	-3.3	-7
`O=C(CCSc1nc(-c2ccco2)cc(C(F)(F)F)n1)NCc1ccccn1` is listed as -8	.	3	3	10	1	1530	5	-3	-0.3	-4
`CCOC(=O)Cc1csc(NC(=O)COc2ccccc2)n1` is listed as 1	.	-7	-8	0	0.9	1490	3	7	0.2	-5
`C=CCn1c(SCC(=O)c2ccc(Br)cc2)nnc1C(C)NC(=O)Cc1ccc(OC)cc1` (stereo not drawn) is listed as -25	.	3	4	3	1	1458	.	-3	0.7	-4

(continued)
SMILES | TLR4-MyD88 BLA | ROMK primary | PPARg SRC3 recr | PPARg SRC-2 ag | PPARg SRC1 recr | bIAP act | TR-FRET SRC-2 ct | S1P3 antagonist | bIAP inhibitor | DTT redox prof | L major viab
Cc1ccc(NC(=O)CSc2nnc(-c3ccco3)c(-c3ccco3)n2)cc1 | -2 | . | -1 | 7 | 4 | 1 | 1562 | . | 2 | 0.4 | 96*
NC(=O)CN1CCCN(S(=O)(=O)c2ccc(Br)cc2)CC1 | -9 | . | 6 | 0 | 3 | 1.1 | 1710 | -16 | -12 | -0.3 | 11
O=C(O)C1CCCN(S(=O)(=O)c2cccc3cccnc23)C1 (stereo not drawn) | -18 | . | 7 | 0 | 0 | 1 | 1547 | -9 | 2 | -0.8 | -8
CCCNC(=O)c1cccc(Cn2nc(C)c(Br)c2C)c1 | 6 | . | -4 | 3 | -2 | 1 | 1451 | -8 | 3 | 1.2 | 6
CCSc1nnc(NC(=O)c2cc(C)on2)s1 | -6 | . | 5 | -5 | 4 | 0.9 | 1396 | 6 | 8 | 1.2 | -3
O=C(Cn1cccn1)c1ccccc1 | -7 | 0.001 | 1 | 3 | -2 | 1 | 1531 | -3 | 2 | 2.5 | -15
CCN(/N=C/c1ccc(Cl)cc1)c1cc(=O)n(C)c(=O)[nH]1 | 8 | . | -5 | 5 | 2 | 1.2 | 1611 | 1 | -23 | 0.4 | -3
COc1cccc(OCc2cc(/C=N/NC(=O)c3nc(Cl)c(Cl)c(N)c3Cl)ccc2OC)c1 | 0 | 0.17 | 3 | 10 | 6 | 0.9 | 1690 | . | 7 | 0.0 | 37
Cc1c(CN2CCCCC2)c(O)n(CCCO)c(=O)c1C#N | 2 | 0.28 | -2 | 11 | 6 | 0.9 | 1665 | . | 8 | -0.5 | 0
COc1cc(CNC(C)(C)CO)ccc1OCC(=O)NC(C)(C)C | -12 | 0.18 | 1 | 4 | -3 | 0.5 | 1694 | 2 | . | -0.5 | -2
COc1ccc(C2=CSC(/N=C/c3ccc(F)cc3)=NN2)cc1 | 4 | . | -5 | 4 | 1 | 0.9 | 1404 | . | 14 | 3.0 | 4
O=C1[C@@H]2[C@@H]3C[C@@H]([C@H]4ON=C(c5ccc(OCc6ccccc6)cc5)[C@@H]34)[C@@H]2C(=O)N1c1ccc2c(c1)OCO2 | 7 | . | -1 | 0 | 1 | 0.8 | 1524 | -6 | 23 | 0.3 | 16
Cn1c(SCC(=O)N2CCN(S(=O)(=O)c3ccc(Cl)cc3)CC2)nc2ccccc21 | -6 | 1.4 | 0 | 8 | 1 | 1.1 | 1568 | . | -14 | 0.2 | 4
CC(=O)Nc1ccc(NC(=O)c2cccc(-c3cc4ccccc4oc3=O)c2)cc1 | -4 | 0.17 | 1 | 13 | 3 | 1 | 1613 | 3 | -1 | 0.3 | -4
Cc1ccc2cc(CN(CCCN3CCOCC3)C(c3nnnn3Cc3ccco3)C(C)C)c(=O)[nH]c2c1C (stereo not drawn) | -11 | -1.6 | 4 | 1 | 0 | . | 1492 | . | . | 0.4 | 67*
O=C(OCC(=O)N(C1CCCCC1)C1CCCCC1)c1ccncc1 | 11 | . | 1 | 9 | 2 | 0.9 | 1455 | 0 | 6 | -0.6 | -1
Cc1ccc(C(c2nnnn2Cc2ccccc2)N2CCN(Cc3ccccc3)CC2)cc1 (stereo not drawn) | -1 | . | 0 | -1 | -12 | 0.9 | 1468 | . | 5 | 1.3 | 92*
CC1CCCN(c2nc3c(c(=O)[nH]c(=O)n3C)n2CCSc2ncccn2)C1 (stereo not drawn) | -13 | . | 5 | 0 | 2 | 0.9 | 1601 | -20 | 8 | -1.4 | -6
COc1cc(-c2nnn(CC(=O)N3CCOCC3)n2)cc(OC)c1OC | 0 | . | 5 | 3 | -1 | 1 | 1695 | . | 5 | 3.0 | -12
O=C(CN(Cc1ccccc1Cl)C(=O)c1ccc(CN2CCOCC2)o1)NCC1CCCO1 (stereo not drawn) | 4 | . | 14 | 5 | 4 | 1 | 1614 | . | -2 | 2.2 | -9
Cc1onc(-c2ccccc2)c1C(=O)N/N=C/C(Br)=C/c1ccccc1 | -7 | 0.079 | 7 | 16 | -3 | 1.3 | 1744 | -14 | -27 | -0.7 | 12
COc1ccc(-c2nc(NC(=O)c3[nH]c(C)c(C(C)=O)c3C)sc2C)cc1 | -13 | 2.3 | 3 | 0 | 1 | 1 | 1597 | 4 | -4 | 0.0 | 37
CCOC(=O)C/C(C)=N/NC(=O)COc1ccccc1C | 2 | . | 3 | 3 | 10 | 0.7 | 1492 | -32 | 34 | -0.1 | -5
N#C/C(=C\c1ccc(N2CCCCC2)c([N+](=O)[O-])c1)c1nn(-c2ccccc2)c(N)c1C#N | 10 | 0.13 | -1 | -4 | 2 | 0.9 | 1554 | -1 | 12 | 0.8 | 99*
COc1ccc(-c2cnnn2-c2ccc(NC(=O)c3ccco3)cc2)cc1OC | -8 | . | 2 | 6 | 1 | 1 | 1547 | . | -3 | 1.1 | 6

Bioassay records deposited in PubChem by several laboratories.
